ALOX12 inh = blocks human arachidonate 12S-lipoxygenase; Potency, µM (top dose mostly 108 µM), for the others: top-dose activity change, negative = inhibition, most hits filed as inhibitors; 1.1% of 580,000 active; purified 12hLO, xylenol orange hydroperoxide absorbance; P18054; active = well fitted inhibition curve with a large enough effect; inconclusive = small, poorly fitted or top-dose-only effect, or another doubt; inactive = no such curve, though single readings can be large or run the other way
Target sequence (P18054 whole entry, looked up): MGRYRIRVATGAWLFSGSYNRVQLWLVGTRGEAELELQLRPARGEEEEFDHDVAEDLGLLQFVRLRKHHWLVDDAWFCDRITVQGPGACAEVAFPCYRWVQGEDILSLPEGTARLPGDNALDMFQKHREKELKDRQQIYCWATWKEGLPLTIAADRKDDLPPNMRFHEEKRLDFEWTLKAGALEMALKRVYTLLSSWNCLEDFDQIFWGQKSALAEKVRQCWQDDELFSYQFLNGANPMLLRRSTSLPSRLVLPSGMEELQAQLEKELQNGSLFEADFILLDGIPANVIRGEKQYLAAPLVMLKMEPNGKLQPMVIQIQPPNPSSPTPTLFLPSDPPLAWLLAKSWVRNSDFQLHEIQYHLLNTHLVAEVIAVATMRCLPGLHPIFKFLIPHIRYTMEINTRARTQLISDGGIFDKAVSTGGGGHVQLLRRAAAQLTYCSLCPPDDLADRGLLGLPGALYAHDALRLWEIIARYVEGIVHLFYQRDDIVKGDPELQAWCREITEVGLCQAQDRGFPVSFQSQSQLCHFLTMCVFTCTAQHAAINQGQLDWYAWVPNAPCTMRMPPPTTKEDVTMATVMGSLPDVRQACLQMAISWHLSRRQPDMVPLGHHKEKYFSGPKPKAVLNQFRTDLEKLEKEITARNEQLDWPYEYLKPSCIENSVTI
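Purified human 12hLO (150 nM final) in 25 mM Hepes, 0.01% Triton X-100, pH 7.0 was preincubated 15 min at room temperature with compound. Then 40 uM arachidonic acid was added, 30 min. Hydroperoxide was read by Fe-XO absorbance ratio 573/405 nm.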
* hit, by the source's call; ? = inconclusive; [ ] = remark or other dose. % is set by controls: 0 for no effect and ±100 for the full control effect; potency is the fitted concentration of half-maximal effect. This is a subset. The share of hits here may be higher or lower than overall.

SMILES | ALOX12 inh
CCNC(=O)N1CC(c2nnc(C(C)C)o2)C2(CCOCC2)C1 (stereo unspecified) | 10%
CCCCCC(=O)N1CC[C@@H](CC(=O)NCc2cccs2)[C@@H](CC)C1 | 8%[176 µM]
Cc1noc(C)c1S(=O)(=O)N(C)C[C@@H]1OCc2cnnn2CCCC(=O)N([C@@H](C)CO)C[C@@H]1C | ?
CC(C)c1ccc(CNC(=O)c2noc(-c3ccc[nH]c3=O)n2)cc1 | 0%
COCCN1C(=O)C(CC(=O)O)=C2CCCCC21 (stereo unspecified) | 11%
COc1ccc(C(=O)NCC(=O)N2CCCCCCNC(=O)CC2c2ccccc2)cn1 (stereo unspecified) | 34%[activator]
COc1ccc(C(=O)NCc2nnc3ccc(-c4ccccc4)nn23)c(OC)n1 | 17%
Cc1cccc(-n2nc(C)c(CCC(=O)N3CCSCC3)c2Oc2ccccc2)c1 | 18%
Cc1ccc(C(=O)N2CCc3cn(C)c4cccc(c34)C2)cc1 | 3%
CCS(=O)(=O)N1CCC(c2noc(COCC3CC3)n2)CC1 | 10%
C[C@H](c1ccccc1)N1C[C@@H](COCc2ccccc2)Oc2cccc(N3CCCC3)c2S1(=O)=O | -3%
COc1ccc(Nc2cnc3ccc(-c4ccc(OC)nc4)nn23)cn1 | 21%[176 µM]
CN(C)[C@@H]1CN(C2CCCC2)CC[C@@H]1CO | 34%
Cc1cc(C)cc(CN2CCCCC23Cc2ccccc2CNC3=O)c1 (stereo unspecified) | ?
CS(=O)(=O)N1CCCC(C(=O)Nc2ccc(F)cc2F)CCNC(=O)CC1 (stereo unspecified) | 16%
CC[C@H]1CN(C(=O)Nc2cccc(OC)c2)CC[C@H]1CC(=O)NCc1cccnc1 | 32%[176 µM]
O=C(NCc1ccc(F)cc1)NC1CCc2n[nH]c(=O)n2CC1 (stereo unspecified) | 41%[activator]
O=C(CN1C(=O)NC2(CCOCC2)C1=O)Nc1ccc(F)cc1 | 5%
Cc1ccc(C2Cn3nnc(-c4noc(-c5cccc(F)c5)n4)c3CO2)cc1 (stereo unspecified) | 39%
CCC(C(=O)NCCn1ccn2nc(-c3cccc(OC)c3)cc2c1=O)c1ccccc1 (stereo unspecified) | 4%
COc1cc(CNCCc2ccc(Cl)cc2)ccc1OCC(O)CN1CCOCC1 (stereo unspecified) | 3%
O=C(C1COc2ccccc2O1)N1CCN(c2cc(-c3ccc(Cl)cc3)[nH]n2)CC1 (stereo unspecified) | ?
O=C([C@@H]1C[C@H](Oc2ccccc2)CN1S(=O)(=O)c1ccccc1)N1CCCC1 | -9%
CC1=C[C@@H](CNC(=O)c2cncnc2)[C@H](C(C)C)C[C@H]1Cc1nnc(-c2ccccc2F)o1 | 8%
CC(C)[C@@H]1CN(c2nccc(C(F)(F)F)n2)C[C@H]1NS(C)(=O)=O | 7%

4 entries drawn at random from those above:
SMILES | ALOX12 inh
CCCCCC(=O)N1CC[C@@H](CC(=O)NCc2cccs2)[C@@H](CC)C1 | 8%[176 µM]
COc1ccc(C(=O)NCC(=O)N2CCCCCCNC(=O)CC2c2ccccc2)cn1 (stereo unspecified) | 34%[activator]
CN(C)[C@@H]1CN(C2CCCC2)CC[C@@H]1CO | 34%
Cc1cccc(-n2nc(C)c(CCC(=O)N3CCSCC3)c2Oc2ccccc2)c1 | 18%

Carrying on.
SMILES | ALOX12 inh
CCN1C(=O)Cc2ccccc2C1C(=O)NCc1ccc(OC(C)C)cc1 (stereo unspecified) | 17%
Cc1ccc(C)c(-c2[nH]ncc2CN2CCCn3nc(CO)cc3C2)c1 | 29%
Cc1ccc(C(CC(=O)NC(C)C)c2cn(C)c3ccccc23)cc1 (stereo unspecified) | -5%
Cc1cc(Nc2cccc([N+](=O)[O-])c2)cc(=O)n1-c1cccc([N+](=O)[O-])c1 | -19%
COc1ccc(C(=O)NCc2cccnc2N(C)C2CCCCC2)o1 | ?
Cc1ccc(-c2noc([C@@H]3CCCN3C(=O)c3ccncc3)n2)cc1 | 58%[activator]
CC(C)c1nnc(C2CN(C(=O)Cc3ccccc3)CC23CCOCC3)o1 (stereo unspecified) | 17%
O=C(NCCc1nc(Cc2ccccc2)no1)[C@H]1CCC[C@H](O)C1 | 74%[activator]
Cn1cc(CNC(=O)C[C@@H]2C[C@H]3O[C@H](CNC(=O)NC4CCC4)[C@@H](O)[C@H]3O2)cn1 | 59%[activator][176 µM]
COCC1CN(S(=O)(=O)c2ccc3c(c2)CCCC3)CC12CCNCC2 (stereo unspecified) | 33%[activator]
O=C(N[C@@H]1CN(C(=O)c2cccc3[nH]ccc23)CC[C@@H]1CO)C1CC1 | 48%[activator]
Cc1noc(-c2cn(C3CCN(C(=O)c4cc(Cl)ccc4F)C3)nn2)n1 (stereo unspecified) | 4%
Cc1ncoc1C(=O)N1CC(F)(F)C[C@H]1c1nc(C2CC2)no1 | 30%
CCc1cc(=O)n(CC(=O)Nc2ccc(C(C)=O)cc2)c(N2CCOCC2)n1 | -2%
Cc1nn2c(c1-c1ccccc1-c1ccccc1)N(CCC(C)C)CCC2 | 40µM*
COc1ccc(CNC2(Cc3cc(COc4ccccc4)on3)COC2)cc1 | -1%[176 µM]
Cc1cc(C(=O)N2CCC(n3c(=O)[nH]c4ccccc43)CC2)ccc1Cl | ?
CCCc1nc(C(=O)NCC(C)Cn2nc(C)cc2C(F)(F)F)cs1 (stereo unspecified) | 14%
COc1cccc(CC(=O)N2CC(C(=O)N(C)C)C3(CCOCC3)C2)c1 (stereo unspecified) | 34%
Cc1ccc(S(=O)(=O)N2C[C@@H](F)C[C@H]2C(=O)N2CCc3ccccc3C2)cc1 | -1%
CC[C@H]1CN(C(=O)C(C)(C)C)CC[C@H]1CC(=O)N(C)CC#N | 4%[176 µM]
O=C(N[C@H]1CCC[C@H]1O)C1(Oc2ccc(Cl)cc2)CCNCC1 | 3%
CC1(C(=O)N2C[C@@H](Oc3ccccc3)C[C@H]2C(=O)N2CCOCC2)CCCCC1 | 12%
O=C(C1CCOCC1)N1CCC2(CC1)CC(N(Cc1ccccc1)C1CC1)CCO2 (stereo unspecified) | 33%
O=C(C[C@@H]1CCNC[C@@H]1Cc1cc(CN2CCCCC2)on1)N1CCCCC1 | -3%[176 µM]

Rewritten field by field: entries from further up.
CC1=C[C@@H](CNC(=O)c2cncnc2)[C@H](C(C)C)C[C@H]1Cc1nnc(-c2ccccc2F)o1
  ALOX12 inh: 8%

COc1cccc(CC(=O)N2CC(C(=O)N(C)C)C3(CCOCC3)C2)c1 (stereo unspecified)
  ALOX12 inh: 34%

C[C@H](c1ccccc1)N1C[C@@H](COCc2ccccc2)Oc2cccc(N3CCCC3)c2S1(=O)=O
  ALOX12 inh: -3%

O=C(N[C@H]1CCC[C@H]1O)C1(Oc2ccc(Cl)cc2)CCNCC1
  ALOX12 inh: 3%

The list goes on:
SMILES | ALOX12 inh
COc1ccc(-c2noc(-c3cccn3CC(=O)N3CCN(c4ccc(F)cc4)CC3)n2)cc1F | 7%
O[C@@H]1C[C@@H](c2nnc3n2CCN(Cc2ccccc2)C3)N(Cc2ccccc2)C1 | 47%[activator]
O=C(CCC1CCN(C(=O)c2ccccc2)CC1)Nc1ccc(F)c(F)c1 | 10%
CO[C@H]1[C@H](NC(=O)CCc2cccnc2)c2ccccc2C12CCNCC2 | ?
CSc1ccc(CNC(=O)CCc2conc2-c2cccc(C)c2)cc1 | 47%[activator]
CCn1ncc(N2CCC(NC(=O)C(C)(C)CC)CC2)cc1=O | ?
Cc1cc2c(c(=O)o1)[C@@]1(C(=O)N(C)c3ccccc31)C1=C(CCCC1=O)O2 | -6%
Cc1cnn(CC(=O)N2C[C@@H](CO)[C@H](c3ccccn3)C2)c1 | 17%
COc1ccc(-c2cc(N3CCCC(NC(=O)c4ccc(C(F)(F)F)cc4)C3)n[nH]2)cc1 (stereo unspecified) | 41%[activator]
COC1CN(c2cccc(F)c2)C12CCN(C1CCOCC1)CC2 (stereo unspecified) | 67%[activator]
O=C(NC1CCN(c2cc(-c3ccc(Cl)cc3)[nH]n2)C1)c1ccc(Br)o1 (stereo unspecified) | 14%
O=C(CCc1ccnc(N2CCOCC2)c1)N1CCN(C(=O)c2ccco2)CC1 | 21%
CCn1c(-c2ccccc2)nn(CC(=O)NCc2noc(-c3ccco3)n2)c1=O | 24%
COc1ccc(NC(=O)c2c(C)nc3n2CCC(Nc2ccc(F)cc2)C3)cn1 (stereo unspecified) | 5%[176 µM]
CCC(CC)NC(=O)CC1CCCN(c2cnn(CC3CC3)c(=O)c2)C1 (stereo unspecified) | 13%
COc1cccc(CN2CCc3c(cc(C(=O)Nc4ccccc4)n3C)C2)c1 | 4%
O=C1Nc2ccc(-c3ccsc3)cc2C(=O)N2C[C@@H](NS(=O)(=O)c3ccc(F)cc3)C[C@@H]12 | -2%
Cc1nc(N2CCC(NCCCc3ccncc3)CC2)c2ccsc2n1 | 22%
O=S(=O)(c1cccnc1)N1CC(c2nc(CCOCC3CCOCC3)no2)C1 | -11%
Cc1ccccc1CN1Cc2nc(NCc3cccc(F)c3)ccc2OCC1=O | ?
COC(=O)C1=CN(CC(=O)N2CCN(c3ccc(F)cc3)CC2)S(=O)(=O)N=C1C | 30%
COc1ccc2[nH]c(C(=O)N3CCn4nc(CO)cc4C3)c(C)c2c1 | 31%[activator]
O=C(NCc1ccccc1)[C@@H]1Cc2nc[nH]c2CN1C(=O)NC1CCCCC1 | 4%[176 µM]
COc1ccc2[nH]c3c(c2c1)CCNC31CCN(C(=O)c2cccnc2C)CC1 | 48%[activator]
CCn1ncc(N2CCCC(CC(=O)NCc3ccccn3)C2)cc1=O (stereo unspecified) | 61%[activator]
Cc1sc2ccn(Cc3ccc(F)cc3)c(=O)c2c1C(=O)NC1CCCC1 | 61%[activator]
COc1cccc(N2CC3(COCC2=O)CN(c2ccc(C(F)(F)F)cn2)C3)n1 | ?
COc1ccccc1C(=O)N1CCN(C(=O)c2nnn3c2COC(c2ccc(Cl)cc2)C3)CC1 (stereo unspecified) | 8%
O=C(O)C1CCc2nnc(C3CCN(S(=O)(=O)CCC(F)(F)F)CC3)n21 (stereo unspecified) | ?
Cn1cc(C(=O)N2CCC(N(Cc3ccccc3)C3CCOCC3)CC2)cn1 | 2%
CCOC(=O)c1csc(NC(=O)Cn2nc3c(cc2=O)CCCC3)n1 | -7%
O=C(c1ccccc1)N1CCC(N2CCCCCC2=O)CC1 | 47%[activator][176 µM]
COc1cccc(NC(=O)Cn2c(-c3ccccc3)nc(C)c(CCO)c2=O)c1 | 17%
O=C(NC1CCOC2(CCOCC2)C1)c1cn(CCN2CCNCC2)nn1 (stereo unspecified) | 22µM*
CCOc1cccc(CNC(=O)C2CCCCC(=O)N2C)c1 (stereo unspecified) | -7%
O=C1Nc2ccccc2OCC12CCN(Cc1cncs1)CC2 | 69%[activator][176 µM]
O=C1c2c(nc(COc3ccc4c(c3)OCO4)n2Cc2ccccc2)NCCN1Cc1ccccc1 | 4%
CCCCCCCCN1C(=O)[C@@H](CC(=O)N2CCN(C(=O)OCC)CC2)C[C@@]2(C(=O)OC)C1=C[C@H](C(C)(C)C)O[C@@H]2C | -4%
COCCOC1CCOC2(CCN(C(=O)c3ccco3)CC2)C1 (stereo unspecified) | 23%
O=C(NCCc1c[nH]c2ccccc12)OCc1cn(Cc2cccc(F)c2)nn1 | -3%
Cc1ccc(C)c(CN2CC(C(=O)NCc3ccncc3)C3(CCOCC3)C2)c1 (stereo unspecified) | 46%[activator]
O=C(NCCc1noc(C2CC2)n1)c1n[nH]c2ccccc12 | -8%
COc1cccc(CN2CCn3c(nnc3[C@@H]3C[C@@H](O)CN3Cc3ccccc3)C2)c1 | 32%[activator]
CS(=O)(=O)N1CCC(C2CCN(C3CCSCC3)C2)CC1 (stereo unspecified) | 321%[activator]
COc1cccc(S(=O)(=O)N2CCC3(CC2)CC(CC(=O)NC2CC2)CCO3)c1 (stereo unspecified) | -3%
Cc1ncsc1CCC(=O)N[C@@H]1CCOC[C@H]1OCC(=O)O | 4%
COc1cc2c(c(OC)c1OC)C1(CCCCC1)CC2NC(=O)c1ccncc1 (stereo unspecified) | 18%
N#Cc1ccc(C(=O)NC2CCN(c3cc(-c4ccc(Cl)cc4)[nH]n3)C2)cc1 (stereo unspecified) | ?
CN1c2cc(C(=O)Nc3ccc(Cl)c(F)c3)ccc2C(=O)N2CCCCC21 (stereo unspecified) | ?
O=C(Cc1ccccc1F)Nc1cnc(-c2cccnc2)nc1 | 6%

The list continues.
SMILES | ALOX12 inh
CN(C)CCN(C)[C@@H]1[C@H](O)[C@H](CO)O[C@@H]1CNCc1cccc(Cl)c1 | 108%[activator]
O=C1NC2(CCN(Cc3ccc(F)cc3)C2)OCc2ccccc21 (stereo unspecified) | 20%[176 µM]
OC(c1ccccc1)(c1ccccc1)C1CCN(CCCOc2cccc(F)c2)CC1 | ?
O=C(O)CCC(=O)N1CCC(N(Cc2cccnc2)C2CCOCC2)CC1 | 42%[activator]
CCOC(=O)C1=C[C@@H](OC(CC)CC)[C@H](NC(C)=O)[C@@H](N)C1 | -9%[57.4 µM]
CCN(CC)C(=O)C[C@@H]1CCNC[C@@H]1Cc1cc(CC2CCCCC2)on1 | -14%[176 µM]
COCCN1CCC(N2CCN(S(=O)(=O)c3ccccc3C)CC2)C1=O (stereo unspecified) | 62%[activator]
COc1ccc(CN2CC[C@@H]3CN(S(C)(=O)=O)[C@@H]3C2)cc1OC | 36%

Compound activity from PubChem.
